Source: PubChem BioAssay (Broad Institute)
T cruzi growth: blocks T. cruzi growth in NIH3T3 culture | T. cruzi beta-gal in NIH3T3, GalScreen luminescence, 90 h | 5.9% of 77,000 active | inhibition, % at 8.34 µM | AID 624255;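 active means mean inhibition above about 93%, with at least 55% of replicates each passing it, limit read from the data, passing the limit was not always enough; inconclusive means only one of those two conditions holds; inactive means neither condition holds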
C diff growth: C. difficile growth inhibition | Clostridium difficile clinical isolate growth, OD600, 24 h; active compounds read low | 0.25% of 86,000 active | growth activity, negative = inhibition, % at 16 µg/mL (by protocol) | AID 1259249;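 active means mean growth activity at or below -80% and every replicate also at or below -80%; inconclusive means mean at or below -80% but some replicate above -80%; inactive means mean growth activity above -80%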;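 further: 0% = DMSO wells and -100% = levofloxacin 16 µg/mL wells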
GASC1 inh: KDM4C (human) demethylase inhibition. GST-KDM4C 2-372, H3K9me3 peptide, LANCE TR-FRET. inhibition, % at 12.5 µM. 0.15% of 96,000 active. AID 720574;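 active means mean replicate inhibition above about 25%, with at least 55% of replicates also reaching it, limit read from the data, passing the limit was not always enough; inconclusive means only one of those two conditions met; inactive means neither condition met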
Target sequence (Q9H3R0 2-372 limits assumed): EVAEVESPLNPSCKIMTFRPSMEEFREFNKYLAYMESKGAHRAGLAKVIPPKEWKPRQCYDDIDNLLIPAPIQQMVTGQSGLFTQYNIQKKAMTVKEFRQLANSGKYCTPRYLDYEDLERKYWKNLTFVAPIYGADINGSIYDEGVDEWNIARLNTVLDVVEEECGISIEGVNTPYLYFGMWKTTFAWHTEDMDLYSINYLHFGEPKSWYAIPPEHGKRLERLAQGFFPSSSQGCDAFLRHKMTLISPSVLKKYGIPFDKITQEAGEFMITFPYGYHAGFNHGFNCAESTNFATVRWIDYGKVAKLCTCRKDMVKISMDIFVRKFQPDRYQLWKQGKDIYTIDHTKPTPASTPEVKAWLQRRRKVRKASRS
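Assay system: GST-GASC-1 enzyme fragment 2-372 | Amount: 10 nM enzyme | Medium: HEPES buffer, pH 7.5, plus ascorbate | Reagent: H3K9me3 peptide substrate, Fe(II), 2-oxoglutarate | Doses: Single-point compound screen | Incubation: 30 min demethylation and 1 h detection at room temperature | Measured by: LANCE TR-FRET, excitation 340 nm, emissions 618 and 671 nm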
Pf Dd2 growth: P. falciparum Dd2 growth inhibition; SYBR Green, 72 h; active compounds read low; activity change, % at 10 µM; 2.3% of 94,000 active; in the data active means activity change below about -80%; inconclusive means no clear call, values can overlap the other calls
* marks the source's active call; other numbers are inactive results; ? = inconclusive; . = not tested or not shown; & = joins results of further samples. Compounds were not picked by outcome; 6.7% or so of the library scored in one or more.

The first 2 records, to show the layout:
SMILES	T cruzi growth	C diff growth	GASC1 inh	Pf Dd2 growth
O=C(C[C@H]1CC[C@H]2[C@@H](COC[C@H](O)CN2Cc2ccc3c(c2)OCO3)O1)N1CCOCC1	-5	.	1.0	4
C[C@@H]1CN([C@@H](C)CO)S(=O)(=O)c2ccc(C3=CCCCC3)cc2O[C@H]1CN(C)CC1CCCC1	123*	5	-0.4	-37

All compounds of this part, from the start:
SMILES	T cruzi growth	C diff growth	GASC1 inh	Pf Dd2 growth
O=C(C[C@H]1CC[C@H]2[C@@H](COC[C@H](O)CN2Cc2ccc3c(c2)OCO3)O1)N1CCOCC1	-5	.	1.0	4
C[C@@H]1CN([C@@H](C)CO)S(=O)(=O)c2ccc(C3=CCCCC3)cc2O[C@H]1CN(C)CC1CCCC1	123*	5	-0.4	-37
CO[C@H]1CN(C)C(=O)c2cc(NS(C)(=O)=O)ccc2OC[C@@H](C)N(CC2CCOCC2)C[C@H]1C	23	-3	0.5	21
CCCC#Cc1ccc2c(c1)O[C@@H](CN(C)C(=O)c1ccccc1)[C@@H](C)CN([C@@H](C)CO)S2(=O)=O	70	9	-0.9	-65
COc1ccc2c3c([nH]c2c1)[C@H](CO)N(C(=O)C1CC1)CC31CCN(Cc2cccc(F)c2)CC1	.	4	-0.1	-13
COc1ccc(S(=O)(=O)Nc2ccc3c(c2)C(=O)N([C@@H](C)CO)C[C@@H](C)[C@H](CN(C)C)O3)cc1	7	4	1.5	7
N#C[C@H]1N[C@H](CO)[C@@H]1c1ccc(-c2cccc(F)c2)cc1	45	17	-0.3	33
C/C=C/c1ccc2c(c1)O[C@H](CN(C)C(=O)C1CCOCC1)[C@H](C)CN([C@H](C)CO)S2(=O)=O	20	2	3.4	50
O=C(NC[C@@H]1CC[C@@H]2[C@@H](CN2S(=O)(=O)c2ccccc2[N+](=O)[O-])O1)C1CCOCC1	.	-5	.	20
CC(=O)N1CC(=O)N2[C@H](CO)[C@H](c3ccc(-c4ccncc4)cc3)[C@@H]2C1	.	0	-1.9	16
Cc1ccc(S(=O)(=O)N2CC[C@@H]3[C@H]2c2cc(-c4cccc(C(=O)N(C)C)c4)ccc2N[C@@H]3CO)cc1	43	-10	-0.2	-21
CO[C@@H]1CN(C)C(=O)c2cc(NC(=O)C3CCC3)ccc2OC[C@H](C)N(C)C[C@H]1C	42	.	-0.2	24
CO[C@H]1CN(C)C(=O)c2cc(NC(=O)Nc3ccccc3)ccc2OC[C@H](C)N(C(=O)CN(C)C)C[C@@H]1C	5	1	0.5	19
Cc1ccc(S(=O)(=O)N(C)C[C@@H]2Oc3c(NS(=O)(=O)c4ccc(Cl)cc4)cccc3C(=O)N([C@@H](C)CO)C[C@@H]2C)cc1	35	-4	-0.4	15
C/C=C/c1ccc2c(c1)O[C@@H](CN(C)S(=O)(=O)c1ccc(F)cc1)[C@@H](C)CN([C@H](C)CO)S2(=O)=O	.	8	-2.0	29
Cc1ccccc1S(=O)(=O)N1[C@H](C#N)[C@@H](c2ccc(-c3ccc(F)cc3)cc2)[C@@H]1CO	84	4	-0.4	-14
COc1ccc(NC(=O)Nc2cccc3c2O[C@@H](CN(C)S(=O)(=O)c2ccc(C)cc2)[C@H](C)CN([C@H](C)CO)C3=O)cc1	52	10	1.0	-46
CO[C@H]1CN(C)C(=O)c2ccc(NC(=O)Nc3cc(F)ccc3F)cc2OC[C@@H](C)NC[C@H]1C	-31	.	2.5	-14
CNC[C@H]1OCCCC[C@H](C)Oc2ccc(NC(=O)Nc3ccc(F)cc3)cc2C(=O)N([C@@H](C)CO)C[C@@H]1C	-1	-8	-2.1	-9
C[C@@H]1CCCCO[C@@H](CN(C)C(=O)Nc2ccc(F)cc2)[C@@H](C)CN([C@@H](C)CO)C(=O)c2cc(NC(=O)Nc3ccc(F)cc3)ccc2O1	.	.	-0.2	-45
CO[C@H]1CN(C)C(=O)c2cc(NC(=O)C3CCOCC3)ccc2OC[C@H](C)N(CC2CC2)C[C@H]1C	38	.	0.3	32
CN(C)CC(=O)Nc1ccc2c(c1)[C@@H]1C[C@@H](CC(=O)NCc3cc(F)ccc3F)O[C@@H](CO)[C@@H]1O2	-5	.	-12	-17
C[C@@H]1CN([C@H](C)CO)C(=O)Cc2cc(NC(=O)C3CCCCC3)ccc2O[C@@H]1CN(C)C(=O)NC1CCCCC1	23	1	-1.6	-5
C[C@H]1CN([C@@H](C)CO)C(=O)c2cccc(NS(=O)(=O)c3ccc(Cl)cc3)c2O[C@@H]1CN(C)S(=O)(=O)c1ccccc1	55	8	0.2	9

Compound profiles, as listed above. Screens in order: T cruzi growth	C diff growth	GASC1 inh	Pf Dd2 growth
CO[C@H]1CN(C)C(=O)c2cc(NC(=O)C3CCOCC3)ccc2OC[C@H](C)N(CC2CC2)C[C@H]1C reads 38	.	0.3	32
CO[C@H]1CN(C)C(=O)c2cc(NC(=O)Nc3ccccc3)ccc2OC[C@H](C)N(C(=O)CN(C)C)C[C@@H]1C reads 5	1	0.5	19
COc1ccc(NC(=O)Nc2cccc3c2O[C@@H](CN(C)S(=O)(=O)c2ccc(C)cc2)[C@H](C)CN([C@H](C)CO)C3=O)cc1 reads 52	10	1.0	-46

More results follow:
SMILES	T cruzi growth	C diff growth	GASC1 inh	Pf Dd2 growth
C[C@@H](C(=O)N(C)C[C@@H]1OCc2ccccc2-c2ccccc2C(=O)N([C@@H](C)CO)C[C@@H]1C)c1ccccc1	16	-4	0.9	-18
C[C@@H]1CN([C@@H](C)CO)C(=O)Cc2cc(NC(=O)Nc3ccccc3)ccc2O[C@@H]1CN(C)S(C)(=O)=O	.	-2	-1.4	9
CC(C)NC(=O)N(C)C[C@H]1Oc2ccc(NC(=O)Cn3cnnn3)cc2C(=O)N([C@H](C)CO)C[C@H]1C	16	-4	-1.1	21
CC(C)C#Cc1ccc2c(c1)O[C@H](CN(C)S(=O)(=O)c1cn(C)cn1)[C@@H](C)CN([C@@H](C)CO)S2(=O)=O	.	-2	0.1	-4
O=C(C[C@@H]1C=C[C@@H](NC(=O)C2CCC2)[C@@H](CO)O1)NCc1ccccc1Cl	.	4	-2.9	16
O=C(CCN1CCCCC1)N[C@H]1CC[C@H](CCNS(=O)(=O)c2ccc(F)cc2)O[C@H]1CO	-72	-2	-0.5	25
COc1ccc(NC(=O)N2CCCCN3[C@H](C2)[C@@H](c2ccc(-c4ccccc4F)cc2)[C@@H]3CO)cc1	58	28	-1.4	-6
CCCN(C)C[C@@H]1OCCCC[C@@H](C)Oc2ccc(NS(=O)(=O)c3cn(C)cn3)cc2C(=O)N([C@H](C)CO)C[C@@H]1C	6	-1	0.3	5
COc1cccc(CNC(=O)C[C@@H]2C=C[C@@H](NS(=O)(=O)c3ccccc3OC)[C@@H](CO)O2)c1	38	0	-1.4	0
O=C(C[C@@H]1CC[C@@H]2NC[C@@H](O)COC[C@H]2O1)Nc1nccs1	-117	4&1	.	.
Cc1ccc(S(=O)(=O)Nc2ccc3c(c2)C(=O)N([C@H](C)CO)C[C@H](C)[C@H](CN(C)S(=O)(=O)c2ccc(C)cc2)OCCCC[C@H](C)O3)cc1	?	.	0.8	-33
CCCN(C)C[C@@H]1Oc2cc(C#C[C@@H](C)O)ccc2S(=O)(=O)N([C@@H](C)CO)C[C@@H]1C	6	4	2.7	-53
COc1ccc(NC(=O)Nc2ccc3c(c2)C(=O)N([C@H](C)CO)C[C@H](C)[C@@H](CN(C)C(=O)CCC(F)(F)F)OCCCC[C@@H](C)O3)cc1	60	0	3.2	-41
CCCNC(=O)N[C@H]1CC[C@H](CCNS(=O)(=O)c2cccc(F)c2)O[C@@H]1CO	-21	.	0.8	-9
CCC(=O)N(C)C[C@@H]1Oc2cc(C3=CCCC3)ccc2S(=O)(=O)N([C@@H](C)CO)C[C@@H]1C	41	3	-3.2	-38
COc1ccc(S(=O)(=O)Nc2ccc3c(c2)C(=O)N([C@@H](C)CO)C[C@@H](C)[C@@H](CN(C)CC2CC2)OCCCC[C@@H](C)O3)cc1	19	7	0.3	-65
C[C@H](O)C#Cc1ccc2c(c1)O[C@@H](CN(C)C(=O)C1CCCCC1)[C@@H](C)CN([C@@H](C)CO)S2(=O)=O	43	0	-0.4	-41
C[C@@H]1CN([C@@H](C)CO)C(=O)c2cc(NS(=O)(=O)c3ccc(Cl)cc3)ccc2O[C@H]1CN(C)S(=O)(=O)c1ccc(F)cc1	18	5	-3.3	-13
C[C@H]1CN([C@@H](C)CO)C(=O)c2cccc(NC(=O)c3nc4ccccc4s3)c2O[C@H]1CN(C)C(=O)Nc1cccc2ccccc12	74	.	10	-27
Cc1ccc(S(=O)(=O)Nc2ccc3c(c2)C(=O)N([C@H](C)CO)C[C@@H](C)[C@@H](CN(C)C(=O)c2ccncc2)OCCCC[C@@H](C)O3)cc1	-12	0	0.5	-33
CO[C@H]1CN(C)C(=O)c2ccc(NC(=O)c3ccc(F)cc3)cc2OC[C@H](C)N(C)C[C@@H]1C	.	-3	1.3	19
CCC(=O)Nc1ccc2c(c1)C(=O)N(C)[C@@H]1CC[C@H](CC(=O)O)O[C@H]1CO2	-4	-4	5.3	26
CO[C@H](CN(C)C(=O)C1CC1)[C@H](C)CN(C(=O)Nc1ccc(C(F)(F)F)cc1)[C@@H](C)CO	49	.	-1.7	24
COc1ccc(S(=O)(=O)Nc2ccc3c(c2)C(=O)N([C@@H](C)CO)C[C@H](C)[C@@H](CN(C)C)O3)cc1	-4	8	0.4	-3
COc1ccccc1NC(=O)N[C@H]1CC[C@@H](CCNS(=O)(=O)c2ccccc2)O[C@H]1CO	-38	.	5.7	-8
CCCC#Cc1ccc2c(c1)O[C@@H](CN(C)C(=O)CC1CC1)[C@@H](C)CN([C@@H](C)CO)S2(=O)=O	57	-3	-1.1	-31
C[C@@H]1CN([C@H](C)CO)C(=O)c2cc(NC(=O)C3CCCCC3)ccc2O[C@@H](C)CCCCO[C@H]1CN(C)Cc1ccc(Cl)c(Cl)c1	89	12	-1.1	-90*
COc1ccc(NC(=O)N(C)C[C@H]2Oc3ccc(NS(=O)(=O)c4ccc(C)cc4)cc3CC(=O)N([C@@H](C)CO)C[C@@H]2C)cc1	19	.	0.2	11
C[C@@H]1CN([C@@H](C)CO)C(=O)c2cc(/C=C/c3ccccc3)cnc2O[C@@H]1CN(C)Cc1cccnc1	43	9	-2.5	-10
C[C@H]1CN([C@@H](C)CO)C(=O)c2cccc(NC(=O)Nc3ccc(F)cc3)c2O[C@@H]1CN(C)Cc1ccc(C(F)(F)F)cc1	44	8	-1.6	-9
COCC(=O)N1CC2(C1)[C@H](c1ccc(-c3ccccc3)cc1)[C@H](CO)N2C(C)=O	.	-7	1.0	34
CCCC(=O)N1CC2(CCN(Cc3nccs3)CC2)c2c([nH]c3cc(OC)ccc23)[C@@H]1CO	.	1	-0.1	?
O=C(c1ccncc1)N1CC(=O)N2[C@H](CO)[C@@H](c3ccc(/C=C/c4ccccc4)cc3)[C@@H]2C1	.	-19	-1.0	-14
Cc1cc(C(=O)Nc2cccc3c2O[C@@H](CN(C)S(=O)(=O)c2cn(C)cn2)[C@@H](C)CN([C@@H](C)CO)C3=O)n(C)n1	25	.	-0.2	24
COc1ccc(NC(=O)Nc2ccc3c(c2)C(=O)N([C@@H](C)CO)C[C@H](C)[C@@H](CN(C)CC2CC2)OCCCC[C@H](C)O3)cc1	59	.	-2.0	-90*
CCCN(C)C[C@@H]1Oc2cc(C#CC3CCCCC3)ccc2S(=O)(=O)N([C@@H](C)CO)C[C@@H]1C	42	29	-1.8	-36
O=C(C[C@@H]1C=C[C@H](NS(=O)(=O)c2ccc(F)cc2)[C@H](CO)O1)N1CCN(c2ccccc2)CC1	-15	.	-0.3	17
CCc1cnc(N2[C@H](C#N)[C@H](c3ccc(C4=CCCC4)cc3)[C@@H]2CO)s1	101*	-5	-0.2	-12
C[C@@H]1CN([C@H](C)CO)C(=O)c2cc(C3=CCCC3)cnc2O[C@H]1CN(C)Cc1ccccn1	-112	-7	2.8	-8
COc1cccc(NC(=O)N(C)C[C@H]2OCc3cn(nn3)CCCC(=O)N([C@H](C)CO)C[C@@H]2C)c1	-3&32	-3	1.0	24&5
O=C(Cc1ccncc1)NCC[C@@H]1CC[C@@H](NC(=O)C2CCOCC2)[C@@H](CO)O1	-15	5	-0.8	13
C[C@H](CO)N1C[C@H](C)[C@H](CN(C)C(=O)Nc2ccc3c(c2)OCO3)Oc2ccc(NC(=O)C3CCCCC3)cc2CC1=O	9	-3	0.0	21
O=C(C[C@H]1CC[C@@H]2[C@H](COC[C@@H](O)CN2Cc2cc(F)ccc2F)O1)N[C@H]1CCN(Cc2ccccc2)C1	64	7&1	1.0	-25
CO[C@H]1CN(C)C(=O)c2cc(NC(=O)Nc3cccc(F)c3)ccc2OC[C@H](C)N(C(=O)C2CC2)C[C@H]1C	-1	-13	-1.4	-37
CC(C)NC(=O)Nc1ccc2c(c1)C(=O)N([C@H](C)CO)C[C@H](C)[C@H](CN(C)C(=O)c1ccccc1)OCCCC[C@H](C)O2	-3	2	-0.7	34
